# Screening data deposited in PubChem by National Center for Advancing Translational Sciences (NCATS).
# EPAC2 agonist: activates human EPAC2 exchange factor. EPAC2 activation, biochemical qHTS; response scale: 100% = 6.5 mM cAMP response. Potency, µM (series often up to 154 µM), for the others: at the top dose activation, usual class: activators. actives 0.079% (n = 360,000). AID 720711; also: potency is read from the fitted curve at half-maximal effect; nearly all actives have a fitted effect of over 50% in size
# Target sequence (Q8WZA2 whole entry, looked up): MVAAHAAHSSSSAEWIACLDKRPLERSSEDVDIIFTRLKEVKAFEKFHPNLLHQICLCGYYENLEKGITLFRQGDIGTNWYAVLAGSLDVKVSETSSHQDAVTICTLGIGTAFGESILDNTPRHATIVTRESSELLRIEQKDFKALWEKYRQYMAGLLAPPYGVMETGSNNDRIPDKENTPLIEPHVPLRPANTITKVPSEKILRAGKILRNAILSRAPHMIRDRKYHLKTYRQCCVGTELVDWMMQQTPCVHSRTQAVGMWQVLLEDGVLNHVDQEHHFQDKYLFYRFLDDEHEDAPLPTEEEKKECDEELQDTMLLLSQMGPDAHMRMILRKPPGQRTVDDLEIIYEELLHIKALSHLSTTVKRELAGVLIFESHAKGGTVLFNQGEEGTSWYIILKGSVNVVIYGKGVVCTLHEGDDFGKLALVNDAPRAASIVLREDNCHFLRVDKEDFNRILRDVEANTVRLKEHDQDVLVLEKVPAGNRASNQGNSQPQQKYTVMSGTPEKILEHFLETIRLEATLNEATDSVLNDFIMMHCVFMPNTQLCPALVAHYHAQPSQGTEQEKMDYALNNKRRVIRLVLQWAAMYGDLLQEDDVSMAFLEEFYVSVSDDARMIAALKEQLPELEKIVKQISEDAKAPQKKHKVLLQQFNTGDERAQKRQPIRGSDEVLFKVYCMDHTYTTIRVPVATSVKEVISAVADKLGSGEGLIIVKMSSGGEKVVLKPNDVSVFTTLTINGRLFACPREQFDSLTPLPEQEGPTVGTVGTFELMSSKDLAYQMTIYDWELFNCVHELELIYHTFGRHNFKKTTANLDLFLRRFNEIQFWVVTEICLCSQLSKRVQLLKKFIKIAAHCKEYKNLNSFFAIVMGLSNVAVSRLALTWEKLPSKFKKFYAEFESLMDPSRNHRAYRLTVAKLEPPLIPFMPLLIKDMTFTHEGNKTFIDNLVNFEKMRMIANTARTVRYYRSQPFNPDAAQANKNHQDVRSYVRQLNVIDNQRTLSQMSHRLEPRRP
#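 Nucleotide exchange monitored as fluorescence drop when BODIPY-GDP leaves Rap1B. Reaction: 100 nM EPAC2, 250 nM RAP1B-BODIPY-GDP, 50 uM GDP, room temperature, kinetic read over 30 min. Activity expressed relative to 6.5 mM cAMP.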
# Nrf2 activator: activates Nrf2 signaling; AREc32 ARE-luciferase reporter (MCF7-derived line), luminescence, 24 h; Potency, µM (doses to about 46.1 µM), without a hit: at the highest dose activation, actives largely listed as activators; actives 0.31% (n = 410,000); AID 624171; also: potency is read from the fitted curve at half-maximal effect; % of control where 0% means no effect; nearly all actives have a fitted effect of over 65% in size
#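 AREc32_Fluc, 1000 cells/well, OPTI-MEM + 5% FBS, o/n 37 deg C 5% CO2; 23 nL cpd by pin tool, 24 hr; Steady-Glo 30 min RT, luminescence.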
# TGFb inhibitor: inhibitors of TGF-b signaling. Potency, µM (series often up to 46.1 µM), for the others: at the top dose activity, negative = inhibition, most hits filed as inhibitors. AID 588855. actives 1.2% (n = 410,000). HepG2 CAGA-GFP TGF-b/SMAD3 reporter, GFP fluorescence, 18 h; TGF-beta stimulated, 500 pg/mL final; also: potency is read from the fitted curve at half-maximal effect; % is scaled to controls: 0 for no effect and ±100 for the full control effect; nearly all actives have a fitted effect of over 65% in size
#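 Inhibition of TGF-beta-driven CAGA-GFP reporter expression in HEPG2 cells is measured by cellular GFP fluorescence after 18 h stimulation with 500 pg/mL recombinant TGF-beta in 1% FBS medium at 37 degrees C.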
# A549 tox: counter-screen for Nrf2 inhibitors: cytotoxicity in A549 cells. A549 ARE-Fluc cells, CellTiter-Fluor viability, 18-24 h. actives 0.16% (n = 390,000). Potency, µM (series often up to 46 µM), for the others: top-dose activity change, negative = cytotoxicity, usual class: inhibitors; also: potency is read from the fitted curve at half-maximal effect; % is scaled to controls: 0 for no effect and ±100 for the full control effect
#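 Cytotoxicity counterscreen: CellTiter-Fluor fluorescence was measured in A549 ARE_Fluc cells after 18-24 h of compound exposure in a concentration series. The subsequent BugLite luminescent read reports ARE-luciferase activity.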
# Akt phos inh: inhibitors of Akt phosphorylation. activity change, % for hits at 50 µM. Neuro2A IGF-stimulated pAkt S473 HTRF, 20 min; hits give low values. actives 0.32% (n = 360,000); in the data active = activity change below about -80%; inconclusive = mostly about -51% to -80%; also: % is scaled to controls: 0 for no effect and ±100 for the full control effect
#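 Neuro2A cells (4,500/well, DMEM with 0.5% FBS) were treated with compound at a single 50 µM final concentration, stimulated with 6 nM IGF for 20 min at 37 °C, and lysed. Phospho-Akt Ser473 was read by HTRF as 665/615 ratio ×10^4.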
# EPAC2 antag: antagonists of human EPAC2; Potency, µM (doses to about 114 µM), without a hit: at the highest dose activity, negative = inhibition, most hits filed as inhibitors; Q8WZA2; EPAC2 GEF exchange of Rap1B-BODIPY-GDP, fluorescence; AID 720708; actives 0.18% (n = 360,000); also: potency is read from the fitted curve at half-maximal effect; % is scaled to controls: 0 for no effect and ±100 for the full control effect; nearly all actives have a fitted effect of over 45% in size; many of its hits are not listed in these tables
# Nrf2 block: inhibitors of Nrf2 signaling; AID 504444; Potency, µM (titrated, usually from 46 µM), for the others: at the highest dose activity change, negative = inhibition, actives largely listed as inhibitors; actives 2.1% (n = 360,000); A549 ARE-Fluc reporter, luciferase luminescence, 18-24 h; also: potency is read from the fitted curve at half-maximal effect; % is scaled to controls: 0 for no effect and ±100 for the full control effect; nearly all actives have a fitted effect of over 60% in size
#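 In this cell-based qHTS, ARE-driven firefly luciferase in A549 cells reports Nrf2 activity; the luminescent signal after BugLite lysis is the measured value, with a prior CellTiter-Fluor read for cell health.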
# CCT modulator: modulators of cytosolic chaperonin (CCT/TRiC) activity. purified chaperonin ATPase assay, HTRF ADP detection, 30 min. activity change, % (test concentration not listed), hits read low. actives 0.3% (n = 360,000). AID 651819; in the data active = activity change below about -30%; also: % is scaled to controls: 0 for no effect and ±100 for the full control effect
#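 Enzyme 40 or 20 nM (batch-dependent) in Tris pH 7.4/KCl/MgCl2/DTT; cpd 76 uM single point; ATP 10 uM; 30 min 37 °C; Transcreener ADP HTRF detection, 30 min RT; ratio 665/615.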
# Mm-Cpn inhibitor: inhibitors of Methanococcus maripaludis chaperonin (MmCpn) | purified Mm-Cpn ATPase, ADP Transcreener TR-FRET | Potency, µM (titrated, usually from 76.9 µM), without a hit: top-dose activity, negative = inhibition, actives largely listed as inhibitors | AID 504842 | actives 0.031% (n = 330,000); also: potency is read from the fitted curve at half-maximal effect; % is scaled to controls: 0 for no effect and ±100 for the full control effect; nearly all actives have a fitted effect of over 80% in size
#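 Inhibition of chaperonin ATP hydrolysis is measured as reduced ADP production, detected by competitive TR-FRET in which signal falls with ADP. Final enzyme 25 nM and ATP 10 uM, reacted 30 min at 37°C.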
# * = called active by the depositor; i = inactive; ? = inconclusive; . = not tested or not shown; [ ] = another dose, or the depositor's remark. Unless noted, calls follow the shape of the dose curve; as a rule, active = well fitted curve in the direction sought with a large enough effect; inconclusive = small, poorly fitted or top-dose-only effect, or another doubt; inactive = no such curve, though single readings can be large; an effect the other way counts as inactive or inconclusive. A portion of the library; the hit share may differ from the screen's.
1: COc1ccccc1CC(=O)N(CCC#N)CCC#N
2: O=C(Nc1ccc2oc(-c3ccncc3)nc2c1)c1c(F)c(F)c(F)c(F)c1F
3: CN(C(=O)c1cccc(NC(=O)Cc2cccc(NC(=O)C3CCCN(C(=O)C4CCCCC4)C3)c2)c1)C1CCC1 (stereo not given)
4: Nc1ccccc1-c1nnc(SCc2ccccc2Cl)[nH]c1=O
5: Cc1ccc(NC(=O)CSC2=C(C#N)C(c3ccc4c(c3)OCO4)C3=C(CCCC3=O)N2)c(C)c1 (stereo not given)
6: CC(=O)NNC(=O)CCn1nnc2ccccc21
7: CCOC(=O)c1ccc(NS(=O)(=O)N2CCCCCC2)cc1
8: COc1ccc(NC(C)=O)cc1NS(=O)(=O)c1cn(C)c(=O)n(C)c1=O

assay / entry	1	2	3	4	5	6	7	8
EPAC2 agonist	-4%	6%	1%	7%	5%	-7%	-13%	4%
Nrf2 activator	0.0%	1.3%	5.1%	2.5%	3.1%	-0.5%	3.9%	-1.3%
TGFb inhibitor	10%	-6%	-22%	3%	-12%	?	13%	-3%
A549 tox	-3%	5%	-4%	-14%	.	-1%	-1%	-3%
Akt phos inh	i	i	i	i	i	i	i	i
EPAC2 antag	14%	3%	-5%	0%	-4%	3%	-7%	4%
Nrf2 block	22%	?	-14%	-50%	12µM*	15%	.	20%
CCT modulator	1.2	-0.3	0.5	0.5	0.0	0.1	-8.3	-0.5
Mm-Cpn inhibitor	-1%	0%	.	-2%	?	2%	-2%	-1%

9: COc1cc(CN2C[C@@H](CO)O[C@@H](n3cnc4c(NCc5ccc(F)cc5)ncnc43)C2)cc(OC)c1OC
10: CCOC(=O)CNc1ncnc2nc[nH]c12
11: Cc1ccc(C)c(NC(=S)NCc2cccs2)c1
12: O=S(=O)(NCc1cccnc1)c1cc(Cl)ccc1Cl
13: CCN(CC)C(=O)Cn1cc(C(=O)C(=O)N2CCCc3ccccc32)c2ccccc21
14: CS(=O)(=O)c1ccccc1C(=O)Nc1ccc(-c2nc3ccccc3[nH]2)cc1
15: N#Cc1cc(-c2ccc(Cl)cc2)cnc1Sc1ccccc1
16: COc1ccc(NC(=O)CCNC(=O)c2ccco2)cc1Cl

assay / entry	9	10	11	12	13	14	15	16
EPAC2 agonist	-1%	14%	12%	11%	-1%	15%	0%	1%
Nrf2 activator	0.1%[9.22 µM]	-0.9%	4.1%	0.2%	0.0%	0.0%	-0.5%	5.4%
TGFb inhibitor	1%	4%	-9%	2%	7%	10%	5%	1%
A549 tox	.	-4%	29%	10%	1%	-6%	10%	4%
Akt phos inh	i	i	i	i	i	i	i	i
EPAC2 antag	2%	3%	19%	0%	1%	6%	-1%	11%
Nrf2 block	.	-3%	11%	11%	1%	-1%	-16%	9%
CCT modulator	0.4	-0.5	1.7	1.2	1.4	0.2	-4.9	-0.5
Mm-Cpn inhibitor	.	-3%	1%	2%	-1%	2%	-5%	-3%

# Entries by screen from above:
# Entries 9 to 16 in Akt phos inh read i, i, i, i, i, i, i, i
# Entries 9 to 16 in Mm-Cpn inhibitor read ., -3%, 1%, 2%, -1%, 2%, -5%, -3%
# Entries 9 to 16 in CCT modulator read 0.4, -0.5, 1.7, 1.2, 1.4, 0.2, -4.9, -0.5

# Among those listed so far, these have fluorine:
2: O=C(Nc1ccc2oc(-c3ccncc3)nc2c1)c1c(F)c(F)c(F)c(F)c1F
9: COc1cc(CN2C[C@@H](CO)O[C@@H](n3cnc4c(NCc5ccc(F)cc5)ncnc43)C2)cc(OC)c1OC

assay / entry	2	9
EPAC2 agonist	6%	-1%
Nrf2 activator	1.3%	0.1%[9.22 µM]
TGFb inhibitor	-6%	1%
A549 tox	5%	.
Akt phos inh	i	i
EPAC2 antag	3%	2%
Nrf2 block	?	.
CCT modulator	-0.3	0.4
Mm-Cpn inhibitor	0%	.

# Next compounds.
17: COc1ccc(C(=O)Nc2nccs2)cc1OC
18: C=CCNCCCCOc1ccccc1
19: COc1cccc(NC(=O)CSc2nc3c([nH]c4ccccc43)c(=O)n2C)c1
20: CNC(=S)N1CCn2cccc2C1c1cc(OC)c(OC)c(OC)c1 (stereo not given)
21: CSc1ccc(C(=O)C2CCCN(C(=O)c3ccc4c(c3)OCO4)C2)cc1 (stereo not given)
22: O=C(Nc1ccc(F)cc1F)C1CC(=O)N(Cc2ccccc2)C1 (stereo not given)
23: CCN1CCN(c2ccc(S(=O)(=O)N3CCCCC3)cc2NC(=O)COc2ccc(Cl)c(C)c2)CC1
24: CCOC(=O)N1CCC(N2CCN(c3ccccc3)CC2)CC1

assay / entry	17	18	19	20	21	22	23	24
EPAC2 agonist	9%	1%	-1%	11%	15%	6%	6%	1%
Nrf2 activator	28%	2.2%	3.5%	2.4%	-1.1%	-0.4%	-0.4%	-0.2%
TGFb inhibitor	0%	10%	-1%	25%	-3%	-14%	0%	2%
A549 tox	-6%	10%	-27%	-1%	11%	3%	-19%	-19%
Akt phos inh	i	i	i	i	i	i	i	i
EPAC2 antag	-1%	13%	-5%	-4%	-15%	4%	0%	-4%
Nrf2 block	10%	22%	?	-12%	-19%	-2%	5%	-25%
CCT modulator	-1.0	1.1	1.6	-0.6	-0.8	2.6	0.1	-3.8
Mm-Cpn inhibitor	?	0%	0%	0%	0%	1%	2%	-5%

# Limited to Akt phos inh, Mm-Cpn inhibitor and TGFb inhibitor, for 2 of the compounds above:
no. | compound | Akt phos inh | Mm-Cpn inhibitor | TGFb inhibitor
19 | COc1cccc(NC(=O)CSc2nc3c([nH]c4ccccc43)c(=O)n2C)c1 | i | 0% | -1%
20 | CNC(=S)N1CCn2cccc2C1c1cc(OC)c(OC)c(OC)c1 (stereo not given) | i | 0% | 25%

# New compounds follow:
25: CCOC(=O)c1nnn(-c2nonc2N)c1-c1cccc2ccccc12
26: CC(NC(=O)c1ccc(NC(=O)CC2SC(N3CCCC3)=NC2=O)cc1)c1ccccc1 (stereo not given)
27: CN1CCN(c2ccc(S(=O)(=O)N3CCCCC3)cc2NC(=O)Cc2ccccc2F)CC1
28: CC(C)[C@H](NC(N)=O)C(=O)Nc1ccc(OCc2ccccc2)cc1
29: Cc1ccc(N(CC(=O)Nc2ccc3c(c2)OCCO3)S(=O)(=O)c2c(C)noc2C)cc1
30: O=C(CCC(=O)NNC(=O)COc1ccccc1)NCc1ccccc1
31: OCCNc1ncnc2c1ncn2[C@H]1CN(Cc2ccco2)C[C@@H](CO)O1
32: C(=C\c1ccccc1)/C=N/Nc1nc(N2CCCCC2)nc(N2CCCCC2)n1

assay / entry	25	26	27	28	29	30	31	32
EPAC2 agonist	5%	2%	1%	?	1%	12%	1%	-9%
Nrf2 activator	0.0%	-0.6%	1.5%	0.0%	0.2%	0.0%	-0.7%	-0.6%
TGFb inhibitor	14%	18%	1%	-5%	-3%	?	-7%	?
A549 tox	2%	-6%	-1%	-2%	-7%	-3%	.	0%
Akt phos inh	i	i	i	i	i	i	i	i
EPAC2 antag	-1%	-17%	1%	-4%	-5%	-2%	-5%	0%
Nrf2 block	.	-16%	-4%	26%	-28%	8%	.	7%
CCT modulator	1.8	0.0	1.2	-9.1	-0.7	-1.8	-1.2	-1.2
Mm-Cpn inhibitor	-5%	-2%	1%	-2%	1%	-1%	.	3%

33: COc1ccccc1NC(=O)c1oc2ccccc2c1NC(=O)C1CC1
34: CCOc1ccccc1NC(=O)c1ccc2c(c1)C(=O)N(C(C)(C)C)C2=O
35: O=C(CN(Cc1ccccc1F)C(=O)c1csnn1)NC1CCCCC1
36: Cc1ccc(-c2cn(S(=O)(=O)c3cccc([N+](=O)[O-])c3)nc2N)cc1
37: CN(CC(=O)Nc1ccc(N2CCOCC2)cc1)C(=O)Cc1ccccc1
38: CCCC(=O)c1ccc(N2CCN(S(=O)(=O)c3ccccc3)CC2)c(F)c1
39: CN(C(=O)COc1ccccc1)c1nnc(C23CC4CC(CC(C4)C2)C3)s1
40: O=C(NCC(=O)N(c1ccc(F)cc1)C(C(=O)NC1CCCC1)c1cccnc1)c1cccs1 (stereo not given)
41: CCc1ccc(N2CC(C(=O)N3CCN(c4ccc([N+](=O)[O-])cc4)CC3)CC2=O)cc1 (stereo not given)

assay / entry	33	34	35	36	37	38	39	40	41
EPAC2 agonist	-4%	2%	7%	-10%	5%	15%	2%	0%	14%
Nrf2 activator	0.3%	4.5%	0.4%	0.4%	-0.7%	-0.3%	-0.7%	-0.7%	-0.9%
TGFb inhibitor	-17%	31%[activator]	-1%	-24%	-1%	1%	-22%	3%	-3%
A549 tox	6%	-5%	0%	-11%	0%	0%	-11%	1%	.
Akt phos inh	i	i	i	i	i	i	i	i	i
EPAC2 antag	3%	-9%	-10%	-3%	16%	-14%	-22%	21%	6%
Nrf2 block	-4%	-21%	3%	?	12%	-19%	4%	-3%	.
CCT modulator	0.0	-0.3	-0.4	-0.7	-0.7	0.9	-0.2	0.9	7.5
Mm-Cpn inhibitor	-2%	-5%	-1%	4%	0%	?	4%	-3%	.

# Nrf2 block, what is marked active above.
no.	Compound	EPAC2 agonist	Nrf2 activator	TGFb inhibitor	Akt phos inh	EPAC2 antag	Nrf2 block	CCT modulator	Mm-Cpn inhibitor
5	Cc1ccc(NC(=O)CSC2=C(C#N)C(c3ccc4c(c3)OCO4)C3=C(CCCC3=O)N2)c(C)c1 (stereo not given)	5%	3.1%	-12%	i	-4%	12µM*	0.0	?
